Screening results from PubChem.
HDAC3 inh: HDAC3 deacetylase inhibitors, primary screen, biochemical, fluorescence, cell-free homogeneous | recombinant HDAC3, fluorogenic peptide/trypsin coupled | hit rate 0.15% among 320,000 | Histone deacetylase 3 (Homo sapiens), O15379 | inhibition, % at 8.3 µM; in the data active = inhibition above about 26%, passing the limit was not always enough
Target sequence (O15379 whole entry, looked up): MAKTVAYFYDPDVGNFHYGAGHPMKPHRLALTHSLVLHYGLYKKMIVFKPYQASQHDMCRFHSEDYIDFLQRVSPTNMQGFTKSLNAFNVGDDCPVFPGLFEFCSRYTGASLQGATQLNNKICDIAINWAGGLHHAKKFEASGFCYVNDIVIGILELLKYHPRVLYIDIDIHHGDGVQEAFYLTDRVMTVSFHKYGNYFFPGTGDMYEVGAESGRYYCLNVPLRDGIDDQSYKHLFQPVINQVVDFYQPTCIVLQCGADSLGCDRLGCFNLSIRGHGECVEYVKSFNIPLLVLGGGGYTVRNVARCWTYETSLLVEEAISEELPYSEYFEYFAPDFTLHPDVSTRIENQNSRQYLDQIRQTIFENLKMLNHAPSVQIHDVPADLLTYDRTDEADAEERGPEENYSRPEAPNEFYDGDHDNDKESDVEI
KLF5 inhibitor: KLF5 expression inhibitors, primary screen, DLD-1 cells, luminescence; DLD-1 KLF5 promoter-luciferase reporter; inhibition, % at 5 µM; hit rate 0.23% among 290,000;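 active = inhibition above a per-plate limit of that plate's mean compound inhibition plus 3 SD, cut at about 60% in these data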;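 also: 0% = DMSO wells and 100% = LY294002 at 200 µM; higher means less KLF5 promoter-driven luciferase light; inactives centre near -14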
HSP90 refold inh: HSP90 inhibitors, primary screen, cell lysate, luminescence; Rabbit reticulocyte lysate, luciferase refolding luminescence, 3 h; hit rate 0.91% among 290,000; Heat shock protein HSP 90 (rabbit reticulocyte lysate; luciferase refolding); inhibition, % at 5.6 µM;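 active = inhibition above the screen-wide mean plus 3 SD, computed separately per campaign, cut at about 16% in these data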;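 also: 0% = DMSO wells and 100% = 60 µM geldanamycin wells; inhibitors lower the luminescence because luciferase stays unfolded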
HSF1 inh: HSF1 inhibitors in luciferase reporter cells, primary screen, cell-based, NIH3T3, luminescence | NIH3T3-HGL HSE-luciferase, MG132-induced, luminescence 8 h; hits give low values | activity change, negative = inhibition, % at 7.5 µM (by protocol) | hit rate 0.77% among 300,000 | AID 2098, 2009;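 active = more than half of replicate wells show activity change below -50%, luminescence cut by over half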;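 also: luciferase reports HSF-1 transcriptional activity via heat shock element; 0% = median of DMSO wells and -100% = zero luminescence signal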
aSyn UTR inh: MLPCN primary screen, SNCA 5' untranslated region. alpha-synuclein 5'UTR reporter, inhibitor activity. hit rate 0.82% among 300,000. AID 1813, 2009. inhibition, % (tested at 7.5 µM); in the data active = inhibition above about 60%;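 also: H4 neuroglioblastoma cells stably carrying SNCA 5'UTR luciferase fusion; 0% = DMSO wells and 100% = positive control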
AI-2 QS modul: Vibrio harveyi AI-2 quorum sensing modulators, primary screen, JMH597 strain, luminescence/OD600 ratio | activity change, % at 7.5 µM | Vibrio harveyi JMH597 AI-2 luminescence/OD600 ratio, 9 h; hits give low values; strain lacks LuxN and CqsS sensors; 0 = neutral-control median | hit rate 0.4% among 300,000 | AID 2094, 2009; in the data active = activity change below about -75%, passing the limit was not always enough;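 also: luminescence divided by OD600 gain over 9 h not by final OD600 alone; inactives centre near 13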
HSF1 activator: HSF-1 activators, primary screen, NIH3T3-HGL cells, MG132 stress, luminescence, single point; NIH3T3-HGL HSF-1 luciferase reporter, 8 h; 100% = twice DMSO control signal; activation, % at 9 µM; hit rate 1.7% among 300,000;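 active = mean replicate activation of at least 50% with a set share of replicates each reaching 50%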;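 also: 0% = median of the neutral control wells and 100% = twice that signal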
Platelet DG rel: inhibitors of platelet dense granule secretion, primary screen, cell-based, MLPCN, human platelets; AID 1663, 2009; hit rate 0.22% among 300,000; inhibition, %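 (compounds screened at 7.5 µM in platelet-rich plasma)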; human platelet-rich plasma, SFLLRN dense granule ATP release, luminescence;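 active = mean replicate score, as percent of positive control, at or above 50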
IEC-6 tox: cytotoxicity in IEC-6 intestinal epithelial cells, primary screen, cytotoxicity control for KLF5 inhibitor project, cell-based, luminescence; IEC-6 cytotoxicity, luminescence viability; inhibition, % at 5 µM; hit rate 0.78% among 290,000; in the data active = inhibition above about 22%;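 also: 0% = plate median of test compound wells and 100% = cytotoxic reference compound wells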
HIF act: HIF pathway transcriptional activators, primary screen, cell-based, U2OS HRE-luciferase, luminescence. activation, % at 7.5 µM (by protocol). U2OS HRE-luciferase reporter; normalized: DMSO 0%, desferrioxamine 100%. hit rate 0.32% among 300,000;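 active = mean activation of at least 10% of the iron chelator positive control signal, with at least half of replicates also reaching 10%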
* hit, by the source's call; · = no result given. Hits appear at their usual frequency (roughly 5% active in at least one column).

Molecule,aSyn UTR inh,IEC-6 tox,KLF5 inhibitor,AI-2 QS modul,HDAC3 inh,Platelet DG rel,HSP90 refold inh,HSF1 inh,HSF1 activator,HIF act
CNC(=O)NC(=O)C(C)OC(=O)c1ccc(Cl)c(S(=O)(=O)Nc2ccc(F)cc2)c1 (stereo unspecified),-12,0,-1,11,·,-2,1,11,27,-0.3
O=C(NCCNS(=O)(=O)c1ccccc1)c1ccc([N+](=O)[O-])cc1,9,-1,-27,-12,2,3,-2,-9,-7,0.2
O=C(N/C(=C\c1ccc(Cl)cc1)C(=O)N1CCOCC1)c1ccc([N+](=O)[O-])cc1,4,1,-16,16,-1,0,-5,-3,10,0.1
COC(=O)CCNc1n[nH]c(=O)[nH]c1=O,0,3,-20,23,8,-2,1,-10,0,0.3
CN(c1ccccc1)S(=O)(=O)c1cccc(NC(=O)CSc2ncn[nH]2)c1,0,-1,-13,21,0,-1,3,3,-12,-0.7
CC(C)(C)C(=O)CN1CCN(S(=O)(=O)c2ccc(F)cc2)CC1,-10,1,-30,23,-4,0,-1,-8,-4,-0.3
CC1CCC(NC(=O)c2ccc(CNc3c(NC4CCCCC4)c(=O)c3=O)cc2)CC1 (stereo unspecified),13,2,-4,11,3,15,6,-3,-8,0.1
C=CCc1cccc(CNc2nc3ccccc3n2CC)c1O,36,4,-10,-7,1,-1,1,13,28,-0.8
CCn1c(SCC(=O)NNC(=O)c2ccc(C)cc2)nnc1-c1ccco1,20,-10,-51,27,-4,2,-1,3,1,0.1
CCn1c(SCC(=O)Nc2ccc3c(c2)OCO3)nc2c1c(=O)n(C)c(=O)n2C,33,2,4,16,2,4,2,-2,-5,-0.3
COc1ccc(Cn2c(-c3ccccc3C)nc3c(c(=O)c4ccccc4n3C)c2=O)cc1,4,·,·,12,1,-1,·,-1,1,-0.6
Nc1c(C(=O)NCc2ccccc2)nnn1Cc1cccc(Cl)c1,18,25*,-10,13,0,3,1,-6,-2,0.6
CCN(CC)Cc1c(C(=O)OC(C)C)nnn1-c1nonc1N,-4,6,-4,23,-9,10,0,-5,-7,0.0
COc1ccc2cnnc(SCC(=O)Nc3ccc(C(C)=O)cc3)c2c1OC,3,-4,-29,-2,0,8,-4,1,2,0.9
O=C(COC(=O)c1ccncc1)Nc1ccccc1,5,-4,-24,17,4,-1,-2,1,2,1.7
COc1cccc(NC(=O)Nc2cnccn2)c1,-38,-6,-39,-2,8,-8,-4,6,36,0.5
Cc1cn(-c2cc(C(=O)Nc3ccc(C)c(NC(=O)C(=O)c4c[nH]c5ccccc45)c3)cc(C(F)(F)F)c2)cn1,66*,·,·,25,-1,-6,·,-28,-39,1.0
O=C(c1ccccc1F)N1CCN(C2CCC(c3ccccc3)CC2)CC1 (stereo unspecified),34,-1,11,6,4,0,2,-5,5,-0.4
CCOc1ncccc1C(=O)OCC(=O)c1ccc(OC)c(OC)c1,-1,-4,-9,0,1,-10,2,-7,-8,1.0
CCOC(=O)N/N=C(\C)c1ccc(-n2cnnn2)cc1,-19,3,-13,41,-9,4,4,0,0,0.0
Cc1cc(C(F)(F)F)n2[nH]c(=O)c(N=Nc3ccccc3)c2n1,30,3,-27,33,6,0,4,-1,2,-0.3
Nc1cccc(S(=O)(=O)c2cccc(N)c2)c1,-17,3,-31,-10,2,-3,-1,-1,-20,0.9
O=C(Nc1ccccc1C(=O)NCCc1ccc(O)cc1)c1ccco1,3,-5,-19,4,-6,-1,4,1,10,-1.1
CC1CN(C(=O)C2CCCN2S(=O)(=O)c2ccc(Cl)cc2)CC(C)O1 (stereo unspecified),0,-4,8,9,3,-4,-1,-2,5,-0.5
OC1(Cc2ccn[nH]2)CCCCC1,-8,-1,-10,23,-2,4,-3,-2,-10,-0.7
CCOC(=O)[C@@H]1[C@H]2COc3ccc(Br)cc3[C@@H]2N2C(=O)N(c3ccccc3)C(=O)[C@]12C,2,-1,-15,37,10,-1,-5,9,5,0.6
COC(=O)C[C@H]1c2cc(C(F)(F)F)ccc2S(=O)(=O)N1C1CCCC1,21,·,·,8,-2,0,·,-3,-15,-0.3
CN(C)N=Nc1ccc(S(=O)(=O)/N=C(\O)c2ccccc2)cc1,-2,2,-31,19,1,·,3,5,1,-1.8
CCS(=O)(=O)NC(C)C(c1cccs1)N1CCN(C)CC1 (stereo unspecified),0,-1,-13,1,0,8,-1,-2,-3,0.2
O=C(CN1CCCC1)N1c2ccccc2Sc2ccccc21,17,-1,8,27,0,2,-2,-3,0,-0.1
CC(C)c1ccc(NC(=O)N(CCc2nc3ccccc3[nH]2)C2CCCC2)cc1,-28,-7,-21,48,9,0,3,-61*,-60,-4.2
CCCC(=O)Nc1ccc(C(=O)Nc2nc(CC(=O)OCC)cs2)cc1,-4,8,-9,24,8,7,-3,4,0,-0.1
Cc1ccc(CSCCNC(=O)CN(c2cccc([N+](=O)[O-])c2)S(C)(=O)=O)cc1,16,2,-2,6,1,-4,1,1,11,-0.8
CCC(=O)N1CCc2cc(S(=O)(=O)CCC(=O)N3CCN(c4ccccc4F)CC3)ccc21,19,-2,-26,17,-6,4,-3,-3,11,-0.1
CC(C)(C)c1ccc(C(=O)N2CCCN(c3ccc([N+](=O)[O-])cn3)CC2)cc1,32,8,33,8,8,16,4,-1,5,-0.3
CC1CCCC(NC(=O)CN2CCN(Cc3ccc(Cl)cc3)C2=O)C1C (stereo unspecified),25,-1,-11,37,-4,-10,-1,1,7,-0.4
CS(=O)(=O)N1CCCC(C(=O)NC2CCCCCCC2)C1 (stereo unspecified),-20,6,-8,0,3,1,3,-5,4,0.0
Cc1cc(-c2ccccc2)nc(N2CCC(C(=O)NC34CC5CC(CC(C5)C3)C4)CC2)n1,4,-4,-13,31,-1,-1,-3,5,4,0.3
CNc1cccc2c1C(=O)c1ccccc1C2=O,-119,3,-27,-1,2,-7,-3,2,8,0.9
COC(=O)c1ccc(C2NC(=O)NC(C)=C2C(=O)N(C)C)cc1 (stereo unspecified),10,-3,-39,9,11,-5,-6,-4,-12,-0.1
Cc1nc2c(Br)c(C)nn2c2c1CCC2,32,0,-10,15,-6,1,4,-2,-1,-0.7
C=CCn1c(N)c(C(=O)OCC)sc1=S,23,1,-25,16,7,-2,-2,1,-12,-0.4
COc1ccc(-n2c(CCc3ccccc3)nnc2SCC(=O)c2ccc(Cl)cc2)cc1,11,3,-26,16,7,-2,0,8,46,-0.1
C[C@H](NC(N)=O)C(=O)Nc1ccc(OCc2ccccc2)cc1,-92,-1,-47,-7,-2,-2,-3,-3,-9,3.0
Nc1nc(-c2c[nH]c3ccccc23)cs1,-50,6,-2,4,2,-1,2,7,-6,0.0
COc1ccc(Oc2nc3c(c(=O)n(C)c(=O)n3C)n2C)cc1,-14,-8,-38,10,2,-3,1,-16,-12,-1.3
COc1ccc(OC)c(Cc2nnc(CCC(=O)NC3C4CC5CC(C4)CC3C5)o2)c1 (stereo unspecified),-12,1,-26,16,0,-8,18*,-6,5,-0.2
N#Cc1c2n(cnc1=O)CCCCC2,11,1,-13,17,-3,14,1,6,16,0.0
Cn1c(C(=O)N2CCN(c3ccc([N+](=O)[O-])cc3)CC2)cc2c(=O)[nH]c3ccccc3c21,11,3,-20,19,·,-4,3,-2,-6,1.0
O=C(COC(=O)CSc1ccccc1)NCCNC(=O)COC(=O)CSc1ccccc1,-3,·,·,14,0,2,·,10,18,0.2
Cn1c(CSc2nnc(SCc3ccccc3)s2)nc2ccccc21,5,-5,-23,-31,7,0,-1,14,20,0.0
NC(=O)c1ccccc1N=Cc1ccc2ccccc2c1,-211,-1,-66,25,-11,22,-3,38,75*,3.0
Cc1cc(C2=NNC(=NC3CCCCC3)SC2)c(C)n1-c1c(C)n(C)n(-c2ccccc2)c1=O,-3,-4,-4,15,6,8,-4,8,13,0.1
Cc1cccc(NC(=O)CS(=O)(=O)c2cn(C)c3ccccc23)c1,12,-3,2,2,2,-22,-3,-4,24,-0.2
CCOC(=O)c1sc2nc(C)nc(N3CCN(c4ncccn4)CC3)c2c1C,5,1,-25,36,5,3,4,-4,-13,-0.1
O=C(NCCc1cccs1)c1ccc(CS(=O)Cc2ccc(Cl)cc2)o1 (stereo unspecified),9,5,-48,2,-3,11,-1,6,14,0.1
COc1ccc(S(=O)(=O)NCCSc2ccc(Cl)cc2)cc1OC,16,1,25,13,1,2,-1,-30,-41,0.1
COc1cccc(N(C(=O)c2nc3nccc(C)n3n2)c2nc3ccccc3s2)c1,-185,8,-158,16,5,5,-3,69,121*,1.1
Cc1ccc(C(C)C)cc1OCCOCCN1CCCC1,8,5,6,17,-4,-2,9,1,-5,-1.4
